NOD2-RIPK2 inh: blocks binding of human NOD2 to RIPK2; CHO BLA complementation NOD2-RIPK2, CCF4 ratio; AID 624267; O43353; 360,000 tested, 0.38% active; inhibition, % at 4.98 µM; in the data active means inhibition above about 21%;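 further: 0% = vehicle only and 100% = reference blocker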
Target sequence (O43353 whole entry, looked up): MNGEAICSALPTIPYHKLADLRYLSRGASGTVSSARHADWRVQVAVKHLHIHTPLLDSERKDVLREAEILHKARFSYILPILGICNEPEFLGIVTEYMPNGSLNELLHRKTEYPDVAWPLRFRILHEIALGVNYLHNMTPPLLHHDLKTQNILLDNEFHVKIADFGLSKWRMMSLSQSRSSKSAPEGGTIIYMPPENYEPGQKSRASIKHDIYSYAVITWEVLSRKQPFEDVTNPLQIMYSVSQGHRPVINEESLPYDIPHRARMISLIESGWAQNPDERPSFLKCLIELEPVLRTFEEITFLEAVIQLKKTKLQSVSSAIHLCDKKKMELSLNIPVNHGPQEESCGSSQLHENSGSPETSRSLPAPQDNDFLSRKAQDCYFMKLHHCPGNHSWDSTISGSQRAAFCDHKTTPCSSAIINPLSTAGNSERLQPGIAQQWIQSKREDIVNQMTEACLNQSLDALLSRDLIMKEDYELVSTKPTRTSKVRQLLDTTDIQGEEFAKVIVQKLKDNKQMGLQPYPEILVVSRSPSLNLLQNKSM
TRAIL sens C8: sensitizes caspase-8 expressing cells to TRAIL. NB7+C8 cells + TRAIL, ATPlite viability luminescence. 360,000 tested, 1% active. inhibition (viability loss, TRAIL sensitization), % at 10 µM;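 active means compounds causing at least 50% loss of cell viability in the single-dose screen, relative to plate controls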
NR5A2 inv ag: inverse agonists of human LRH-1 (NR5A2); O00482; HEK293T StAR-luciferase reporter, LRH-1 transfected, 24 h; inhibition, % at 3.6 µM; 360,000 tested, 0.13% active;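 active means inhibition above the mean inhibition of all tested compounds plus 3 SD, cut at about 73% in these data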;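 further: 0% = DMSO wells and 100% = reporter-only cells lacking LRH-1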
Target sequence (O00482 whole entry, looked up): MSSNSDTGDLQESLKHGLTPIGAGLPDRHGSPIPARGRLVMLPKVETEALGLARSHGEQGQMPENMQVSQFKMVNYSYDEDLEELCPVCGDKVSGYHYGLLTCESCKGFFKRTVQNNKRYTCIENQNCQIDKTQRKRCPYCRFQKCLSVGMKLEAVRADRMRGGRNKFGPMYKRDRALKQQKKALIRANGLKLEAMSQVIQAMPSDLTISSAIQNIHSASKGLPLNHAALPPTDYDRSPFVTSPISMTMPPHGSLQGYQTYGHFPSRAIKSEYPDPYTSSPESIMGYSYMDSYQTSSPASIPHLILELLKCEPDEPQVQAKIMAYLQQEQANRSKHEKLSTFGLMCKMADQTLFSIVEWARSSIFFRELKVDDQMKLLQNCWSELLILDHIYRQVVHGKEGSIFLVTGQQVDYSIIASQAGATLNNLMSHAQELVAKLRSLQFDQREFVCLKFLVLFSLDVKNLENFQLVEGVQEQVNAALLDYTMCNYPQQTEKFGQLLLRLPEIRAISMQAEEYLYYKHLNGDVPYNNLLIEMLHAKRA
SRC3 inh: human NCOA3 inhibition. Q9Y6Q9. HEK293 GAL4-SRC3 luciferase reporter, luminescence. inhibition, % at 3.6 µM. 360,000 tested, 0.17% active. AID 588352;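 active means inhibition above a per-campaign cutoff, the mean of all compounds plus 3 SD, cut at about 60% in these data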;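 further: 0% = DMSO-treated cells and 100% = gossypol-treated cells at 36 µM; higher means less SRC3-driven luciferase light from the GAL4 reporter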
TWEAK-Fn14 inh: blocks TWEAK-Fn14 interaction in a reporter cell assay | TWEAK-stimulated Fn14 reporter cells, luciferase luminescence, 8 h | inhibition, % at 10 µM | 360,000 tested, 2% active | AID 1159606; in the data active means inhibition above about 50%
TROY NFkB inh: blocks TROY-dependent signaling in reporter cells; Q293 LMP1-TROYcd NF-kB luciferase reporter, 4 h; inhibition, % at 10 µM; 360,000 tested, 0.98% active; AID 1347056;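 active means compounds whose plate-normalised and pattern-corrected inhibition of the luciferase reporter signal at the single screening dose is 50% or more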
EBV LMP1 NFkB: inhibitors of Epstein-Barr LMP1-induced NF-kappaB reporter; inhibition, % at 12.5 µM; LMP1-induced NF-kappaB luciferase reporter cells, luminescence; 350,000 tested, 0.69% active; AID 504558; in the data active means inhibition above about 41%;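 further: 0% = neutral control wells and 100% = reference inhibitor control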
SRC1 inh: inhibitors of human steroid receptor coactivator 1 (SRC1); 360,000 tested, 0.12% active; HEK293 GAL4-SRC1 luciferase reporter, luminescence; inhibition, % at 3.6 µM; Q15788;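 active means inhibition above the campaign mean plus 3 SD, with each screening campaign given its own cutoff, cut at about 60% in these data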;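 further: 0% = DMSO treated cells and 100% = gossypol at 36 µM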
SRC2 inh: inhibits human steroid receptor coactivator 2 | HEK293 GAL4-SRC2 luciferase reporter, luminescence | inhibition, % at 9 µM | 370,000 tested, 0.17% active | AID 651957;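 active means inhibition above the mean inhibition of all tested compounds plus 3 SD, set per campaign, cut at about 52% in these data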;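 further: 0% = DMSO treated cells and 100% = cells given Gossypol at 36 µM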
COUP-TFII inh: inhibitors of human COUP-TFII (NR2F2); HEK293T NGFI-A luciferase reporter, luminescence; inhibition, % at 8.6 µM; 370,000 tested, 0.7% active; AID 686940;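 active means inhibition above a per-plate cutoff, mean inhibition of test wells between control levels plus 3 SD, cut at about 38% in these data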;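 further: cells cotransfected with COUP-TFII expression vector driving the NGFI-A reporter; 0% = median of COUP-TF2 test wells and 100% = reporter-only cells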
TLR9-MyD88 inh: inhibitors of human TLR9-MyD88 binding | inhibition, % at 4.98 µM | 340,000 tested, 0.21% active | CHO BLA complementation TLR9-MyD88, CCF4 FRET ratio | Q9NR96+Q99836 | AID 504734;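 active means inhibition above the mean over all tested compounds plus 3 SD, cut at about 21% in these data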;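 further: 0% = DMSO only wells and 100% = clavulanate BLA inhibitor control wells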
* = called active by the depositor. Some of the compounds tested. The share of hits here may be higher or lower than overall.

Screening CCC(=O)NC(=S)Nc1ccc(NC(=O)c2ccco2)c(OC)c1 returned NOD2-RIPK2 inh -10, TRAIL sens C8 -9, NR5A2 inv ag 19, SRC3 inh 3, TWEAK-Fn14 inh -3, TROY NFkB inh 0, EBV LMP1 NFkB -1, SRC1 inh 3, SRC2 inh 18, COUP-TFII inh -7 and TLR9-MyD88 inh -5.
Screening O=C(CCCOc1ccc(Cl)cc1)Nc1ccc(N2CCOCC2)cc1 returned NOD2-RIPK2 inh 2, TRAIL sens C8 -4, NR5A2 inv ag 10, SRC3 inh 4, TWEAK-Fn14 inh 6, TROY NFkB inh -4, EBV LMP1 NFkB 5, SRC1 inh -8, SRC2 inh 21, COUP-TFII inh 1 and TLR9-MyD88 inh 5.
Screening Cc1nn(Cc2ccc(F)cc2)c2sc(C(=O)Nc3ccccc3N3CCOCC3)cc12 returned NOD2-RIPK2 inh -1, TRAIL sens C8 8, NR5A2 inv ag 11, SRC3 inh 9, TWEAK-Fn14 inh 13, TROY NFkB inh 10, EBV LMP1 NFkB -4, SRC1 inh 3, SRC2 inh -1, COUP-TFII inh -1 and TLR9-MyD88 inh 0.
For COc1cc(Br)c(C(C)NC(=O)c2ccccc2)cc1OC (configuration not stated) the results were NOD2-RIPK2 inh -17, TRAIL sens C8 -14, NR5A2 inv ag -1, SRC3 inh 12, TWEAK-Fn14 inh -4, TROY NFkB inh 12, EBV LMP1 NFkB -11, SRC1 inh 0, SRC2 inh 3, COUP-TFII inh -1 and TLR9-MyD88 inh -4.
For CCCc1cc(C(=O)NNC(=S)NCC2CCCO2)cs1 (configuration not stated) the results were NOD2-RIPK2 inh -5, TRAIL sens C8 7, NR5A2 inv ag -24, SRC3 inh 11, TWEAK-Fn14 inh -1, TROY NFkB inh -3, EBV LMP1 NFkB 3, SRC1 inh -8, SRC2 inh 2, COUP-TFII inh 0 and TLR9-MyD88 inh -17.
`Nc1ccc(S(=O)(=O)N2CCCC2)cc1` gave NOD2-RIPK2 inh -12, TRAIL sens C8 -7, NR5A2 inv ag -35, SRC3 inh -11, TWEAK-Fn14 inh -15, TROY NFkB inh -16, EBV LMP1 NFkB -11, SRC1 inh -21, SRC2 inh -19, COUP-TFII inh -11 and TLR9-MyD88 inh -10.
`COC(=O)c1c(-c2c(Cl)cccc2Cl)noc1NC(=O)N(C)C` gave NOD2-RIPK2 inh 3, TRAIL sens C8 4, NR5A2 inv ag -2, SRC3 inh 14, TWEAK-Fn14 inh 25, TROY NFkB inh -11, EBV LMP1 NFkB -14, SRC1 inh -41, SRC2 inh 1, COUP-TFII inh 5 and TLR9-MyD88 inh -19.
`N#Cc1ccccc1NC(=O)CNc1cc(S(=O)(=O)N2CCOCC2)ccc1NCC1CCCO1` (configuration not stated) gave NOD2-RIPK2 inh -10, TRAIL sens C8 -5, NR5A2 inv ag 10, SRC3 inh -6, TWEAK-Fn14 inh -18, TROY NFkB inh -27, EBV LMP1 NFkB -14, SRC1 inh -12, SRC2 inh -36, COUP-TFII inh -19 and TLR9-MyD88 inh 4.
CCCCS(=O)(=O)N1CCCC(C(=O)NCCc2ccccc2)C1 (configuration not stated) was read as NOD2-RIPK2 inh -2, TRAIL sens C8 -6, NR5A2 inv ag -9, SRC3 inh 0, TWEAK-Fn14 inh 5, TROY NFkB inh -13, EBV LMP1 NFkB -3, SRC1 inh 1, SRC2 inh 0, COUP-TFII inh -8 and TLR9-MyD88 inh -19.
For CC(C)C(C(=O)NCC1CCCO1)N(Cc1ccccc1)C(=O)CNS(=O)(=O)c1ccccc1 (configuration not stated) the results were NOD2-RIPK2 inh -10, TRAIL sens C8 4, NR5A2 inv ag 7, SRC3 inh 0, TWEAK-Fn14 inh 26, TROY NFkB inh -2, EBV LMP1 NFkB 0, SRC1 inh 7, SRC2 inh -1, COUP-TFII inh -18 and TLR9-MyD88 inh 1.
CN(C)Cc1nc2ccccc2c(=O)n1CC#N was read as NOD2-RIPK2 inh -1, TRAIL sens C8 -7, NR5A2 inv ag 13, SRC3 inh 23, TWEAK-Fn14 inh 0, TROY NFkB inh -3, EBV LMP1 NFkB 7, SRC1 inh -14, SRC2 inh -12, COUP-TFII inh 11 and TLR9-MyD88 inh 8.
For COC(=O)C1=CN(c2ccc(C(C)(C)C)cc2)C(N)=C(C#N)C1c1ccccc1F (configuration not stated) the results were NOD2-RIPK2 inh -5, TRAIL sens C8 15, NR5A2 inv ag -41, SRC2 inh -35 and COUP-TFII inh -9.
C=Cc1ccc(Cn2c(C)c(C(=O)NCc3cccc(C)c3)sc2=O)cc1 was read as NOD2-RIPK2 inh 0, TRAIL sens C8 12, NR5A2 inv ag 24, SRC3 inh 12, TWEAK-Fn14 inh 3, TROY NFkB inh 10, SRC1 inh 0, SRC2 inh -8 and COUP-TFII inh 13.
CC(=O)NC12CC3CC(C1)CC(C(=O)N(C)Cc1cccc(Cl)c1Cl)(C3)C2 was read as NOD2-RIPK2 inh 3, TRAIL sens C8 2, NR5A2 inv ag -2, SRC3 inh 17, TWEAK-Fn14 inh -2, TROY NFkB inh -12, EBV LMP1 NFkB 8, SRC1 inh -33, SRC2 inh 24, COUP-TFII inh 9 and TLR9-MyD88 inh 2.
O=C(CCNC(=O)c1ccc(Br)cc1)NCC1COc2ccccc2O1 (configuration not stated) was read as NOD2-RIPK2 inh -4, TRAIL sens C8 -14, NR5A2 inv ag -49, SRC3 inh -21, TWEAK-Fn14 inh 1, TROY NFkB inh -41, EBV LMP1 NFkB -23, SRC1 inh -59, SRC2 inh -58, COUP-TFII inh -17 and TLR9-MyD88 inh -12.
COc1ccc(C(=O)Nc2ccc3c(c2)C(=O)c2ccccc2C3=O)cc1OC was read as NOD2-RIPK2 inh 2, TRAIL sens C8 -11, NR5A2 inv ag -34, SRC3 inh -4, TWEAK-Fn14 inh -29, TROY NFkB inh -45, EBV LMP1 NFkB 10, SRC1 inh -6, SRC2 inh -34, COUP-TFII inh -3 and TLR9-MyD88 inh 2.
For CCCOC(=O)Cc1n[nH]c(=O)[nH]c1=O the results were NOD2-RIPK2 inh 6, TRAIL sens C8 -2, NR5A2 inv ag 11, SRC3 inh 13, TWEAK-Fn14 inh 8, TROY NFkB inh 1, EBV LMP1 NFkB -1, SRC1 inh -14, SRC2 inh -14, COUP-TFII inh 6 and TLR9-MyD88 inh 4.
`COc1ccccc1Oc1ccc(N2CC(C(=O)OCC(=O)c3ccccc3)CC2=O)cc1` (configuration not stated) gave NOD2-RIPK2 inh 6, TRAIL sens C8 -18, NR5A2 inv ag -18, SRC3 inh 9, TWEAK-Fn14 inh 16, TROY NFkB inh 13, EBV LMP1 NFkB 1, SRC1 inh 0, SRC2 inh 7, COUP-TFII inh -11 and TLR9-MyD88 inh 3.
For O=C(C1=NN[C@@H]2C(=O)N(c3cccc(C(F)(F)F)c3)C(=O)[C@H]12)C(c1ccccc1)c1ccccc1 the results were NOD2-RIPK2 inh 0, TRAIL sens C8 7, NR5A2 inv ag 16, SRC3 inh 5, TWEAK-Fn14 inh 4, TROY NFkB inh 25, EBV LMP1 NFkB 3, SRC1 inh -1, SRC2 inh -12, COUP-TFII inh -4 and TLR9-MyD88 inh -12.
For CC(C)(C)C(=O)O/N=C(\N)c1ccc(Oc2cc(Cl)cc(Cl)c2)c([N+](=O)[O-])c1 the results were NOD2-RIPK2 inh 7, TRAIL sens C8 10, NR5A2 inv ag 4, SRC3 inh 12, TWEAK-Fn14 inh -19, TROY NFkB inh -13, EBV LMP1 NFkB -1, SRC1 inh 11, SRC2 inh 28, COUP-TFII inh 6 and TLR9-MyD88 inh -3.
Screening C=CCSc1ccccc1C(=O)Nc1ncn[nH]1 returned NOD2-RIPK2 inh -2, TRAIL sens C8 -11, NR5A2 inv ag 21, SRC3 inh 4, TWEAK-Fn14 inh 0, TROY NFkB inh 1, EBV LMP1 NFkB -8, SRC1 inh -15, SRC2 inh 1, COUP-TFII inh 9 and TLR9-MyD88 inh 5.
For O=C(Nc1ccc([N+](=O)[O-])cc1)c1cc(Cl)sc1Cl the results were NOD2-RIPK2 inh -9, TRAIL sens C8 0, NR5A2 inv ag -12, SRC3 inh -27, TWEAK-Fn14 inh -31, TROY NFkB inh 8, EBV LMP1 NFkB 2, SRC1 inh -31, SRC2 inh -19, COUP-TFII inh 1 and TLR9-MyD88 inh -10.
For NC(=O)c1cccn1-c1ncc(C(F)(F)F)cc1Cl the results were NOD2-RIPK2 inh 2, TRAIL sens C8 3, NR5A2 inv ag -36, SRC3 inh -25, TWEAK-Fn14 inh 6, TROY NFkB inh 49, EBV LMP1 NFkB -12, SRC1 inh -29, SRC2 inh -18, COUP-TFII inh 8 and TLR9-MyD88 inh -6.
Cc1ccc2nc(-c3ccc(-c4cccc(Cl)c4)cc3)c(NCc3ccccc3)n2c1 was read as NOD2-RIPK2 inh 12, TRAIL sens C8 21, NR5A2 inv ag -27, SRC3 inh 8, TWEAK-Fn14 inh -33, TROY NFkB inh -38, EBV LMP1 NFkB -24, SRC1 inh -13, SRC2 inh -4, COUP-TFII inh -12 and TLR9-MyD88 inh 4.
For CSc1ncnc2c1ncn2CCCNCC(c1ccccc1)c1ccccc1 the results were NOD2-RIPK2 inh -6, TRAIL sens C8 -1, NR5A2 inv ag -17, SRC3 inh 9, TWEAK-Fn14 inh 15, TROY NFkB inh -6, EBV LMP1 NFkB 4, SRC1 inh 1, SRC2 inh 13, COUP-TFII inh 6 and TLR9-MyD88 inh 6.
CCOC(=O)c1sc(NC(=O)c2ccccc2F)c(C(N)=O)c1C was read as NOD2-RIPK2 inh 4, TRAIL sens C8 6, NR5A2 inv ag 2, SRC3 inh 2, TWEAK-Fn14 inh -38, TROY NFkB inh -20, EBV LMP1 NFkB 1, SRC1 inh 6, SRC2 inh -13, COUP-TFII inh 4 and TLR9-MyD88 inh 7.
O=C(CNC(=O)N1CC(=O)Nc2ccccc21)Nc1ccc(F)c(Cl)c1 was read as NOD2-RIPK2 inh -4, TRAIL sens C8 -12, NR5A2 inv ag 10, SRC3 inh 14, TWEAK-Fn14 inh -4, TROY NFkB inh 12, EBV LMP1 NFkB -4, SRC1 inh -8, SRC2 inh 13, COUP-TFII inh 8 and TLR9-MyD88 inh 8.
`CCCN(CC(=O)Nc1ccccc1OC)C(=O)CCC(=O)c1ccc(OCC)cc1` gave NOD2-RIPK2 inh 2, TRAIL sens C8 7, NR5A2 inv ag -1, SRC3 inh -11, TWEAK-Fn14 inh 4, TROY NFkB inh -15, EBV LMP1 NFkB 9, SRC1 inh 12, SRC2 inh -8, COUP-TFII inh -3 and TLR9-MyD88 inh 1.
CCOC(=O)C1CCCN(C(=O)c2ccc3ccccc3c2)CC1 (configuration not stated) was read as NOD2-RIPK2 inh -7, TRAIL sens C8 -12, NR5A2 inv ag 4, SRC3 inh -8, TWEAK-Fn14 inh -24, TROY NFkB inh -3, SRC1 inh -3, SRC2 inh 7 and COUP-TFII inh 7.

Assay outcomes (PubChem BioAssay)
